BCR signal inh – inhibitors of chronic active B-cell receptor signaling. ABC-DLBCL IkBa-CBG/CBR reporter, luminescence ratio, 4 h. Potency, µM (series often up to 46.1 µM), without a hit: at the highest dose ratio change, negative = lower green/red ratio, actives largely listed as inhibitors. 340,000 tested, 0.05% active. AID 493014; active = well fitted inhibition curve with a large enough effect in the signal ratio, with a control signal flat, not every such curve was filed as active; inconclusive = small, poorly fitted or top-dose-only effect, or effect the other way, or a change in a side signal; the % refers to the signal ratio;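 note: potency is the fitted concentration of half-maximal effect; plate controls were basal doxycycline-induced cells for no effect and cells given 10 µM MG132 for full effect; MG132 reads +100%, hits lower the ratio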
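TMD8 human ABC-DLBCL cells with doxycycline-inducible IκBα–green luciferase fusion and unfused red luciferase, in 0.5% FBS medium; compounds up to 46 uM, 4 h at 37C. Green/red luminescence ratio, filter-overlap corrected, fitted to concentration-response curves.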
Tb PFK inh – T. brucei PFK enzyme inhibition; O15648; T. brucei PFK, ADP-Glo luminescence; Potency, µM (doses to about 57.5 µM), without a hit: at the highest dose activity, negative = inhibition, usual class: inhibitors; 330,000 tested, 0.17% active;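 note: potency is the fitted concentration of half-maximal effect; 0% = uninhibited 1x PFK enzyme wells and -100% = no-enzyme wells; nearly all actives have a fitted effect of over 60% in size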
Target sequence (O15648 whole entry, looked up): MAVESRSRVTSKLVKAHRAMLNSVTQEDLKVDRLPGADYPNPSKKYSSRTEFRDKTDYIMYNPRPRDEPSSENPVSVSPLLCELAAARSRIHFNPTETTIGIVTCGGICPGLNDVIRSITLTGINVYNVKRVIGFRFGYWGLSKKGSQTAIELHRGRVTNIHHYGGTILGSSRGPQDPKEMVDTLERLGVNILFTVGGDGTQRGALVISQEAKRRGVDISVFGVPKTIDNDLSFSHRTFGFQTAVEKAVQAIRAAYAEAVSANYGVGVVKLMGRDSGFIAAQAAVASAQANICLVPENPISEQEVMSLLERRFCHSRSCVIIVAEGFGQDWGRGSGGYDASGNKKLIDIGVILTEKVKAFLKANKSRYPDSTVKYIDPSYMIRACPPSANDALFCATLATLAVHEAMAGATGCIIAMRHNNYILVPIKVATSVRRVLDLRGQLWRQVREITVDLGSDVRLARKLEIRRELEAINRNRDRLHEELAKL
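1.25 nM PFK with 0.5 mM F6P and 0.1 mM ATP in 0.1 M TEA pH 8.0, 5 mM MgCl2, incubated 45 min at room temperature; ADP measured by ADP-Glo luminescence; compounds titrated up to 57 uM.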
A-T KAP1 phos – potential ataxia-telangiectasia treatment | […] A-T fibroblasts, KAP-1 phosphorylation AlphaLISA; neocarzinostatin DNA damage 30 min before lysis | Potency, µM (highest dose often 57.5 µM), without a hit: top-dose activation, actives largely listed as activators | 320,000 tested, 0.19% active | AID 485349; note: potency is the fitted concentration of half-maximal effect; % of control where 0% means no effect; nearly all actives have a fitted effect of over 45% in size
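hTERT-immortalized A-T patient fibroblasts ([…]), 500 cells/well in OPTI-MEM, 1% FBS, got compounds for 60 min, then NCS for 30 min at 37C. Lysates were then assayed for phospho-KAP-1 by AlphaLISA (anti-pKAP1 donor, anti-KAP1 acceptor beads), 6 hr at 25C.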
GALK inh – inhibitors of human galactokinase; 270,000 tested, 0.007% active; Potency, µM (top dose mostly 57.5 µM), inactives show at the top dose activity change, negative = inhibition, usual class: inhibitors; Purified GALK, Kinase-Glo residual ATP luminescence; P51570; AID 1868; note: potency is the fitted concentration of half-maximal effect; % is set by controls: 0 for no effect and ±100 for the full control effect
Target sequence (P51570 whole entry, looked up): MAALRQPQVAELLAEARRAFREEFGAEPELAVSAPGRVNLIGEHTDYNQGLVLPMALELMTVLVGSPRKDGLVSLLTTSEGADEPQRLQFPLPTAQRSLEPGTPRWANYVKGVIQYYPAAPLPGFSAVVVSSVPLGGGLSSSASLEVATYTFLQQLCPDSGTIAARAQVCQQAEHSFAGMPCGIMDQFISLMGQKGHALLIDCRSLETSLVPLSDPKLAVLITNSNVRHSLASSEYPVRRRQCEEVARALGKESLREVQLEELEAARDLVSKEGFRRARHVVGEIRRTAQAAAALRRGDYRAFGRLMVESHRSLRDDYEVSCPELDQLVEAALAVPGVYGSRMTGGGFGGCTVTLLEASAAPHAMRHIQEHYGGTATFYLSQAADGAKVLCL
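Quantitative HTS: GALK 5 nM, ATP 35 uM, galactose 100 uM, 1 h room temperature, then luciferase-based ATP detection.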
TCR act – activates T cell receptor signaling. AID 504894. 330,000 tested, under 10 active. primary human leukocytes, anti-CD3, IL-2 HTRF, 48 h. Potency, µM (series often up to 9.22 µM), for the others: at the highest dose activation of IL-2 secretion, usual class: activators; note: % of control where 0% means no effect
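IL-2 produced over 48 hr by a-CD3 bead-stimulated primary human leukocytes exposed to compounds was detected with a homogeneous time-resolved FRET immunoassay, 665nm acceptor signal after 320nm excitation.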
Giardia kill – Giardia lamblia killing; Giardia lamblia trophozoite viability; activity change, % at 7.66 µM, hits read low; 340,000 tested, 0.15% active; in the data active = activity change below about -80%; inconclusive = between about -30% and that limit;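 note: parasites exposed to compound for two days anaerobically before the ATP read; % is set by controls: 0 for no effect and ±100 for the full control effect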
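Media and compound were dispensed first, then trophozoites at 100 cells/well; plates sat 48 hrs at 37 deg C without oxygen before ATP luminescence reagent was added and read after 15-30 min at room temperature.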
TSHR antagonist – human thyrotropin receptor antagonism. TSHR-expressing cells, TSH-stimulated cAMP HTRF, 2 h; active compounds read low. AID 504810. P16473. activity change, negative = inhibition, % at 11.5 µM. 330,000 tested, 0.2% active;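 active = activity change below a set negative limit, meaning inhibition stronger than a set level, cut at about -70% in these data; inconclusive = activity change between two set negative limits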; note: % is set by controls: 0 for no effect and ±100 for the full control effect
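Cell-based HTRF cAMP assay; TSHR cells + compound, TSH EC80 (4nM final), 2 h, 37 deg C. Lysis with anti-cAMP cryptate and cAMP-d2, 30 min RT, read 665/620 nm.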
KCNH2 WT inh – inhibitors of human wildtype KCNH2 potassium channel | 340,000 tested, 0.37% active | U2OS, BacMam KCNH2, thallium flux FluxOr; active compounds read low | activity change, % at 1.84 µM;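 active = maximum activity change below -70%; inconclusive = maximum activity change between -70% and -50%; inactive = maximum activity change above -50%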; note: % is set by controls: 0 for no effect and ±100 for the full control effect
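U2OS cells transduced with wild-type KCNH2 virus are loaded with FluxOr dye for 45 min, and thallium flux is measured in kinetic reads before and after stimulation buffer. Rate constants are normalized to DMSO controls.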
FBPA coupling cs – coupling enzyme interference in Giardia aldolase counter-screen. AID 2472. activity change, negative = inhibition, % at 58.2 µM, hits read low. coupling enzyme system counterscreen, AmpLite Red fluorescence. 290,000 tested, 0.67% active; in the data active = activity change below about -30%; note: % is set by controls: 0 for no effect and ±100 for the full control effect
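Coupling enzymes only (glyceraldehyde-3-phosphate) + compound, at 57.5 uM final, 10 min RT; add substrate/coupling/AmpLite Red mix, 20 min RT; fluorescence ex 525/em 598 nm. Actives flag coupling-system interference.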
CXXC DNA block – inhibitors of human MLL CXXC domain-DNA interaction; Q03164; MLL-CXXC / FITC-HOXA9 DNA fluorescence polarization; Potency, µM (top dose mostly 115 µM), for the others: top-dose activity change, negative = inhibition, actives largely listed as inhibitors; 290,000 tested, 0.037% active; AID 2662; active = well fitted inhibition curve with a large enough effect in the polarisation, with a control signal flat, not every such curve was filed as active; inconclusive = small, poorly fitted or top-dose-only effect, or effect the other way, or a change in a side signal; inactive = no such curve, though single readings can be large or run the other way; the % refers to the polarisation; note: potency is the fitted concentration of half-maximal effect
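Steps: dispense CXXC domain solution (7 uM) → pin compounds or unlabeled HOX-A9 DNA control → 5 min ambient → add FLSN-HOX-A9 solution (50 nM) → spin → 30 min ambient → fluorescence polarization. Tris pH 7.5/NaCl/DTT/BSA buffer.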
Numbers without * were called inactive; ? = inconclusive; / = no result given; [ ] = dose if it differs, or a comment. Unless noted, calls come from the whole dose curve; as a rule, active = well fitted curve in the direction sought with a large enough effect; inconclusive = small, poorly fitted or top-dose-only effect, or another doubt; inactive = no such curve, though single readings can be large; an effect the other way counts as inactive or inconclusive.

(1) O=C(CCCc1nc2ccccc2s1)Nc1nccs1
(2) CN(C)CCN(C(=O)c1cccs1)c1nc2cc3c(cc2s1)OCCO3
(3) CCO/C(C)=N/n1c2nc3ccccc3nc2c2c(=O)n(C3CCCC3)c(C)nc21
(4) CN(C)c1ccc(C(=S)N2CCCC2)cc1Br
(5) COc1cccc(CC2(CO)CCCN(CC3=Cc4cc(OC)ccc4OC3)C2)c1 (stereo not given)
(6) COc1ccc(NC(=O)Nc2cc(F)ccc2C)cc1
(7) Cc1ccc(OCCCC(=O)Nc2nnc(C3CCCO3)s2)c(C)c1 (stereo not given)
(8) O=C(CSc1nnc(-c2cccnc2)o1)Oc1ccccc1
(9) Cc1ccc(NC(=O)c2c([N+](=O)[O-])c(C(C)(C)C)nn2C)c(C)c1
(10) COc1cccc(CC(=O)N2CCC(n3nccc3NC(=O)C3CCOC3)CC2)c1 (stereo not given)
compound no.	1	2	3	4	5	6	7	8	9	10
BCR signal inh	0%	?	8%	?	-2%	?	1%	-3%	9%	5%
Tb PFK inh	-4%	1%	2%	-1%	-2%	-7%	-1%	-1%	-1%	-2%
A-T KAP1 phos	0%	2%	/	5%	5%	3%	2%[11.5 µM]	-9%	6%	3%
GALK inh	-1%	0%	2%	-3%	1%	4%	8%	-1%	1%	-2%
TCR act	0%	-6%	0%	4%	-3%	2%	-1%	-4%	-7%[46.1 µM]	-1%
Giardia kill	16	6	12	9	2	-3	0	9	-6	4
TSHR antagonist	-9	-2	-17	-11	-2	-1	-8	-9	-6	2
KCNH2 WT inh	-2	1	-12	-6	8	8	-6	3	0	-14
FBPA coupling cs	-1	-2	0	0	-1	-5	-1	8	-4	0
CXXC DNA block	0%	38%[activator]	59%[activator]	8%	24%	0%	-2%	-2%	4%	4%

(11) O=C(CSc1nc(=O)n(CCN2CCOCC2)c2c1CCCC2)Nc1cccc([N+](=O)[O-])c1
(12) Cc1ccc(C(=O)NNC(=O)C2CSC3(C)CCC(=O)N23)cc1 (stereo not given)
(13) O=S(=O)(Nc1ccc(S(=O)(=O)N2CCCC2)cc1)c1ccc(F)cc1
(14) CCOc1ccc(CN(C)C(=O)CNC(=O)c2ccc3ccccc3c2)cc1OC
(15) O=c1[nH]c(SCc2ccc(Cl)cc2)nc2c1CCC2
(16) CSc1nnc(C)c(=O)n1COC(=O)c1ccc(S(=O)(=O)N2CCCC2)cc1
(17) COCCCN(C(=O)c1ccc2ccccc2n1)c1c(N)n(Cc2ccccc2)c(=O)[nH]c1=O
(18) COc1ccc(/C=C/C(=O)O)cc1S(=O)(=O)N1CCCc2ccccc21
(19) O=C(NCCN1CCCC1)c1ccc(Cl)cc1Cl
(20) COc1ccc(OCCCC(=O)NCCc2ccccc2)cc1
compound no.	11	12	13	14	15	16	17	18	19	20
BCR signal inh	?	-10%	?	-4%	0%	-2%	2%	7%	-2%	?
Tb PFK inh	-11%	2%	1%	2%	-2%	0%	-2%	2%	1%	0%
A-T KAP1 phos	7%	5%	1%	0%	1%	5%	-1%	12%	10%	8%
GALK inh	/	/	-2%	-2%	9%	0%	/	-1%	-3%	-2%
TCR act	0%	6%	-4%	-6%	6%	-2%[46.1 µM]	-15%	-13%	/	-13%[46.1 µM]
Giardia kill	6	-7	11	11	-3	-3	-6	15	22	5
TSHR antagonist	-6	13	-10	-1	-7	36	28	-8	3	5
KCNH2 WT inh	2	1	7	2	3	2	-6	1	1	-10
FBPA coupling cs	/	/	-2	1	0	4	/	-5	3	1
CXXC DNA block	/	/	20%	5%	-8%	-5%	/	-2%	0%	-5%

(21) CC(NC(=O)C(=O)NCCCn1ccnc1)c1ccccc1 (stereo not given)
(22) Cc1ccccc1-n1c(SCC(=O)Nc2ccccc2Cl)nc2n[nH]c(C)c2c1=N
(23) CC(C)(C)NC(=O)COc1ccc2oc3c(c2c1)CCCC3
(24) CCN1CCN(CC(O)COCc2ccccc2)CC1 (stereo not given)
(25) CCOC(=O)c1cnc2c(OC)cccc2c1NCc1cccnc1
(26) Cc1ccccc1NC(=O)CN1C(=O)c2cccnc2Oc2ccc(Cl)cc21
(27) O=C(CC1CCCC1)Nc1cccc(Br)c1
(28) O=C(NCCc1ccccc1)C(=O)NCC1CCNCC1
(29) Cc1csc(NC(=O)CSc2nc3ccccc3c(=O)[nH]2)n1
(30) O=C(O)c1cc(-c2cccc3ccccc23)nc2ccccc12
compound no.	21	22	23	24	25	26	27	28	29	30
BCR signal inh	18%	?	17%	1%	2%	-1%	?	3%	?	5%
Tb PFK inh	-3%	-3%	0%	0%	5%	-5%	-1%	-16%	15%	4%
A-T KAP1 phos	2%	0%	2%	-1%	-2%	1%	7%	-1%	11%	-7%
GALK inh	-1%	-4%	-1%	-1%	-2%	9%	1%	-1%	0%	-2%
TCR act	-3%	13%	-5%	0%	2%	1%	-1%	/	-16%	7%
Giardia kill	14	-1	-27	-11	-12	3	9	/	69[activator]	-3
TSHR antagonist	-17	-19	-12	8	-9	14	3	-1	2	-4
KCNH2 WT inh	4	-4	-5	0	13	-3	0	/	3	6
FBPA coupling cs	-2	-5	1	-3	1	/	-2	0	1	3
CXXC DNA block	4%	29%	-15%	-7%	-3%	-1%	4%	-4%	-4%	38%[activator]

(31) CN(/N=C/c1cccs1)c1cc(=O)n(C)c(=O)[nH]1
(32) C=CCOc1ccccc1CN(C(=O)CCl)c1ccc2c(c1)OCO2
(33) CCN(CC)C(=O)Cn1cc(S(=O)(=O)CC(=O)Nc2ccc(F)cc2F)c2ccccc21
(34) CCOC(=O)Cc1csc(NC(=O)c2cc3ccccc3o2)n1
(35) CCOC(=O)c1c(NC(C)=O)sc2c(OC)cccc12
(36) CC(C)CN(CC(C)C)C(=O)c1cc(S(=O)(=O)N2CCCCC2)c[nH]1
(37) Cc1cc(C(F)(F)F)n(-c2ccc(N)cc2)n1
(38) COc1ccc(Cc2c3cc(OC)c(OC)cc3cc[n+]2C)cc1OC
(39) Cc1cc2nc(C)n3c4ccccc4nc3n2n1
(40) COc1cc(NC(=O)Cc2cccs2)cc(OC)c1
compound no.	31	32	33	34	35	36	37	38	39	40
BCR signal inh	6%	?	-1%	?	3%	1%	-7%	-1%	7%	0%
Tb PFK inh	-1%	3%	0%	-2%	1%	0%	-1%	-8%	2%	-10%
A-T KAP1 phos	/	12%	3%	-4%	-6%	4%	1%	-24%	0%	0%
GALK inh	-1%	-3%	-2%	-1%	-1%	7%	3%	2%	2%	1%
TCR act	9%[46.1 µM]	-2%	-4%	-1%	0%	1%	/	13%	-1%	5%
Giardia kill	12	-10	6	-12	2	?	-14	-4	-2	6
TSHR antagonist	-12	-12	3	-12	-3	-4	3	3	-9	0
KCNH2 WT inh	-3	1	10	-16	3	10	-12	-11	0	-6
FBPA coupling cs	-5	0	/	-11	/	/	2	-18	2	1
CXXC DNA block	11%	9%	-4%	-3%	2%	19%	-1%	-10%	-11%	1%

Entries 31 to 33 from above:
(31) CN(/N=C/c1cccs1)c1cc(=O)n(C)c(=O)[nH]1
(32) C=CCOc1ccccc1CN(C(=O)CCl)c1ccc2c(c1)OCO2
(33) CCN(CC)C(=O)Cn1cc(S(=O)(=O)CC(=O)Nc2ccc(F)cc2F)c2ccccc21
compound no.	31	32	33
BCR signal inh	6%	?	-1%
Tb PFK inh	-1%	3%	0%
A-T KAP1 phos	/	12%	3%
GALK inh	-1%	-3%	-2%
TCR act	9%[46.1 µM]	-2%	-4%
Giardia kill	12	-10	6
TSHR antagonist	-12	-12	3
KCNH2 WT inh	-3	1	10
FBPA coupling cs	-5	0	/
CXXC DNA block	11%	9%	-4%

The listing continues:
(41) CCOc1ccc(OCC)c(S(=O)(=O)NC2CC(C)(C)NC(C)(C)C2)c1
(42) Cc1cc(=O)n2nc(N3CCCC(C(=O)NC4CCC(C)CC4)C3)sc2n1 (stereo not given)
(43) O=C(c1cccs1)[C@@H]1[C@@H]2C(=O)N(Cc3ccc4c(c3)OCO4)C(=O)[C@@H]2C2c3ccccc3C=CN21 (stereo not given in full)
(44) COc1cc(CC(=O)OCC(=O)Nc2ncc(Cl)cc2Cl)cc(OC)c1OC
(45) COC(=O)c1cc(OC)nc2ccc(Br)cc12
compound no.	41	42	43	44	45
BCR signal inh	2%	-2%	?	2%	13%
Tb PFK inh	0%	-2%	?	-3%	-2%
A-T KAP1 phos	-2%	22%	-2%	14%	13%
GALK inh	-1%	4%	-4%	-1%	1%
TCR act	1%	0%	/	-24%	-15%
Giardia kill	7	-1	/	-3	-9
TSHR antagonist	-1	27	-6	-7	2
KCNH2 WT inh	7	-7	/	-7	-5
FBPA coupling cs	-2	/	-38*	3	3
CXXC DNA block	6%	1%	0%	0%	-1%

Hits appear at their usual frequency; any-hit rate near 1.6%.
